Tat transport = inhibitors of E. coli Tat protein transport; E. coli MC4100 TorA-mCherry Tat export, fluorescence; inhibition, % at 10 µM; actives 0.036% (n = 340,000);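 active = mean replicate inhibition at least 50% and at least half of replicates individually reaching 50%; inconclusive = only one of the two criteria met; inactive = neither criterion met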;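 note: exported cargo escapes ClpAP degradation while cytoplasmic cargo is degraded and loses fluorescence; 0% = median of neutral control wells and 100% = median of NaSCN control wells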
SR-BI DiI inh = inhibitors of mouse SR-BI mediated HDL lipid uptake | ldlA[mSR-BI] CHO cells, DiI-HDL uptake fluorescence, 3 h | inhibition, % at 12.5 µM | actives 0.96% (n = 320,000) | AID 488896;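 active = mean replicate inhibition of at least 70% and a set share of replicates each scoring 70 or more; inconclusive = meets just one of the two criteria; inactive = fails both criteria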;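 note: 0% = median of neutral control wells and 100% = median of positive control wells; values of inactives mirror those of a sister screen read the other way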
Target sequence (Q61009 whole entry, looked up): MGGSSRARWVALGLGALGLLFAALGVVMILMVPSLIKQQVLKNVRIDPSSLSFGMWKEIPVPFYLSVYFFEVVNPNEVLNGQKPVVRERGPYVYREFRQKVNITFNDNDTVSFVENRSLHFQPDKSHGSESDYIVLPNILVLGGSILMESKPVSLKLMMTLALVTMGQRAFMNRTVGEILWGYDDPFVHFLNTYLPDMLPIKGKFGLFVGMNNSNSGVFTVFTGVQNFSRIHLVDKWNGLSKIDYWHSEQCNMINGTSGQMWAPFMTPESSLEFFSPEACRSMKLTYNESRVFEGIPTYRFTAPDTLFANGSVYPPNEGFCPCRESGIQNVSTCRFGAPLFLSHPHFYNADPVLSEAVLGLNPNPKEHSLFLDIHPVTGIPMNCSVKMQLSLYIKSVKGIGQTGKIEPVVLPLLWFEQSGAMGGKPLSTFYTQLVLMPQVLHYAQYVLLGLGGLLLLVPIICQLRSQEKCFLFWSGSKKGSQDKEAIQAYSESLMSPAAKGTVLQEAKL
MITF act = activators of MITF-driven TRPM1 promoter activity in SK-MEL-5 cells; SK-MEL-5 TRPM1-promoter luciferase, 24 h; % of positive control, neutral wells = 0; activation, % at 12.5 µM; actives 0.75% (n = 300,000);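 active = mean activation of at least 80% with every replicate also reaching 80%; inconclusive = mean reaches 80% but some replicate falls short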;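 note: 0% = neutral control wells and 100% = parthenolide positive control wells; values of inactives mirror those of a sister screen read the other way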
E coli growth = bacterial growth inhibition, counter-screen for AddAB inhibitors; E. coli V3065 growth, OD600 absorbance, 18 h; AID 449728; inhibition, % at 11.9 µM; actives 0.27% (n = 330,000);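 active = inhibition above the campaign's mean inhibition across all tested compounds plus 3 SD, cut at about 9.9% in these data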;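 note: uninfected addAB+ strain grown without phage in ampicillin broth; 0% = DMSO wells and 100% = ciprofloxacin 0.95 µg/ml wells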
phage Ecoli inh = E. coli growth loss with phage present; growth absorbance; inhibition, % at 11.9 µM; actives 0.26% (n = 360,000); AID 651602; in the data active = inhibition above about 11%
AddAB inh = less growth of phage-infected E. coli with AddAB; actives 0.29% (n = 330,000); E. coli expressing H. pylori AddAB, absorbance growth; inhibition, % at 11.9 µM; in the data active = inhibition above about 12%;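 note: 0% = vehicle wells of infected cells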
CAL PDZ FP-1 = blocks peptide binding to human CAL PDZ domain; Q9HD26; purified CAL PDZ, TMR-peptide fluorescence polarization, 1 h; inhibition, % at 20 µM; actives 0.02% (n = 330,000); AID 504414;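 active = highest replicate inhibition of at least 40%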;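 note: plate controls were DMSO neutral control wells for no effect and unlabeled competitor peptide control wells for full effect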
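Material: tagged CAL PDZ domain; buffer or medium: 25 mM sodium phosphate pH 7.4, 150 mM NaCl, TCEP, IgG, Thesit; compound dosing: single point, 20 µM; schedule: 1 h incubation at room temperature before polarization reading; measured by: FP readout, S and P plane fluorescence; read-out basis: percent inhibition from loss of millipolarization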
CAL PDZ FP-2 = inhibitors of human CAL PDZ peptide binding | Q9HD26 | purified CAL PDZ, TMR-peptide fluorescence polarization, 1 h | inhibition, % at 24.9 µM | actives 0.92% (n = 300,000) | AID 602252;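 active = mean inhibition of at least 30% with at least half of replicates also reaching 30%; inconclusive = no clear call, values can overlap the other calls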;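 note: 0% = DMSO neutral control and 100% = excess unlabeled competitor peptide PRC23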
SR-BI uptake up = enhances SR-BI lipid uptake from DiI-HDL | activation, % at 12.5 µM | actives 0.096% (n = 320,000) | CHO ldlA[mSR-BI] cells, DiI-HDL uptake fluorescence, 3 h; 100 = double the neutral-control signal | AID 504775;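 active = mean replicate activation of at least 60% and every replicate at or above 60%; inconclusive = mean or all-replicate condition met, but not both; inactive = mean below 60% and not all replicates reaching 60%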;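 note: 0% = median plate neutral-control signal and 100% = twice that signal; values of inactives mirror those of a sister screen read the other way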
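System: LDL receptor-deficient CHO ldlA cells overexpressing murine SR-BI | Timing: 3 h uptake period with compound, 37 °C | Medium: HEPES-buffered (25 mM, pH 7.4) F12 plus 0.5% BSA | Dosing: Single-point compound dose | Signal: Bottom-read fluorescence, 550/595 nm | Read-out: Retained DiI signal reflecting DiI-HDL uptake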
Wnt act = activators of Wnt/beta-catenin signaling; Wnt/beta-catenin reporter cell assay, activator, plate reader; activation, % at 9.35 µM; actives 1.2% (n = 300,000); AID 743398; in the data active = activation above about 30%, passing the limit was not always enough; inconclusive = no clear call, values can overlap the other calls;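 note: 0% = neutral control wells and 100% = positive control wells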
An asterisk follows results filed as active; ? = inconclusive; . = not tested or not shown.

Each structure is followed by: AddAB inh | SR-BI DiI inh | MITF act | CAL PDZ FP-1 | Tat transport | Wnt act | SR-BI uptake up | phage Ecoli inh | E coli growth | CAL PDZ FP-2
COC(=O)c1c(NC(=O)c2cccs2)sc2c1CCCC2
 : 2.1 | 35 | 35 | . | 27 | 2 | -35 | 3.3 | -0.4 | -3
CCCc1nnc(NC(=O)Nc2ccccc2OC)s1
 : 1.4 | -1 | 71 | -3.9 | -14 | . | 1 | 2.2 | 0.8 | -2
O=S(=O)(c1ccc(SCCOc2ccc(Br)cc2)nc1)N1CCCC1
 : 0.2 | 10 | -10 | -1.2 | -1 | 1 | -10 | 1.2 | -3.5 | .
COc1ccc(CNC(=O)c2ccc(N3CCC4(CC3)CC(c3ccc(Cl)cc3)=NO4)c(NC(=O)Cc3ccc(F)cc3)c2)cc1
 : 1.2 | 37 | -10 | -16 | -13 | -4 | -37 | 1.0 | 2.0 | -2
O=C(NN=Cc1cc(Cl)ccc1[N+](=O)[O-])c1cccc2ccccc12
 : . | 40 | 2 | -0.4 | 3 | 5 | -40 | -0.2 | . | -2
OCCNc1ncnc2c1ncn2Cc1ccccc1
 : -0.6 | -24 | . | 0.3 | 3 | -2 | 24 | -0.7 | -2.5 | -4
CCn1c(SCC(=O)Nc2ccc(S(=O)(=O)Nc3ccccn3)cc2)nnc1-c1ccncc1
 : 1.9 | -35 | -16 | 0.0 | -3 | . | 35 | 1.4 | -2.2 | -2
Cc1ccc(NC(=O)CN2C(=O)NC(C)(C3CC3)C2=O)c([N+](=O)[O-])c1 (centres undefined)
 : 0.9 | -2 | -6 | -4.2 | -3 | -1 | 2 | 0.1 | -1.2 | -19
CCOc1ccc2ncc(S(=O)(=O)c3ccc(C)cc3)c(N3CCC4(CC3)OCCO4)c2c1
 : -0.8 | -1 | 18 | -2.3 | 12 | -3 | 1 | 2.5 | -2.0 | -4
CCc1ccc(/C=C2\SC(=S)N(CCCC(=O)Nc3nccs3)C2=O)cc1
 : 1.3 | 7 | -5 | -2.7 | -6 | -5 | -7 | 3.2 | 2.9 | -1
Cc1ccc(N(C(=O)CNC(=O)c2ccco2)C(C(=O)NC2CCCC2)c2cccnc2)cc1F (centres undefined)
 : 2.7 | 1 | -8 | -2.7 | -1 | -3 | -1 | 1.0 | -1.8 | -3
CCOC(=O)CSc1nnc(-c2ccc(Cl)cc2Cl)o1
 : 3.6 | 1 | . | -1.0 | 9 | 3 | -1 | -1.5 | -1.0 | -7
COc1ccc(C(O)P(=O)(OCCC(C)C)c2ccc(N(C)C)cc2)cc1 (centres undefined)
 : 0.8 | -13 | 1 | -0.3 | 6 | -2 | 13 | 0.5 | -1.9 | 0
Cc1nc(Nc2ccc(Cl)cc2)c2oc3ccccc3c2n1
 : 0.2 | 35 | -9 | -6.7 | 3 | 0 | -35 | 0.9 | -0.2 | -2
O=C1c2ccccc2NC(c2ccc3c(c2)OCO3)N1O (centres undefined)
 : 3.2 | -10 | 19 | -0.9 | -10 | . | 10 | 5.8 | 2.4 | 0
Cc1onc(CO)c1C(=O)Nc1nccs1
 : 3.4 | -8 | 17 | -0.5 | 6 | -9 | 8 | 5.2 | 1.7 | .
CCc1n[nH]c(=S)n1/N=C/c1ccc(N(C)c2ccccc2)cc1
 : 2.5 | 3 | 5 | -0.6 | 25 | -1 | -3 | 0.3 | 0.8 | 0
CC1(c2ccccn2)Nc2ccccc2-c2nc3ccccc3n21 (centres undefined)
 : 4.0 | -13 | 66 | -0.6 | -1 | 21 | 13 | 3.0 | 0.2 | -3
O=C(CC(Nc1ccc(F)cc1)C(=O)O)c1ccccc1 (centres undefined)
 : 1.8 | 19 | . | -0.6 | -6 | . | -19 | 0.6 | -2.0 | 0
O=C(CSc1nnc2ccc(-c3cccnc3)nn12)Nc1ccc(F)cc1
 : 0.3 | 5 | -1 | -2.5 | 2 | 0 | -5 | 3.5 | -2.3 | 3
COc1ccc(S(=O)(=O)N(C)C[C@H]2Oc3c(NC(=O)Cc4ccccc4)cccc3C(=O)N([C@H](C)CO)C[C@@H]2C)cc1
 : 0.4 | -23 | 8 | 0.3 | 4 | -3 | 23 | 2.6 | -1.5 | 0
O=C(NC1CCCC1)c1cccnc1N1CCCCCC1
 : -0.4 | -15 | -3 | -0.4 | -8 | 1 | 15 | 2.0 | -0.2 | -2
O=C(COC(=O)CCC(=O)c1ccc(Cl)cc1)NCCc1ccccc1
 : -1.7 | 13 | -9 | -0.5 | -4 | -1 | -13 | 3.7 | -1.7 | .
Clc1ccc2c(c1)C(N1CCNCC1)Cc1ccccc1S2 (centres undefined)
 : -1.1 | -14 | -94 | -5.5 | 9 | . | 14 | . | -1.3 | -8
Cc1ccc(NCC(=O)N/N=C/c2ccc(-c3cccc(C(F)(F)F)c3)o2)cc1
 : 0.2 | 36 | 13 | 0.3 | -3 | . | -36 | 3.7 | -1.4 | 0
CC(=O)OCCc1c(C)nc2nc[nH]n2c1=O
 : -1.6 | -12 | -2 | -0.7 | 0 | -7 | 12 | 0.5 | -1.3 | 2
COc1ccc2nc(NC(=O)CSc3nnc(C)n3N)sc2c1
 : 2.1 | . | 28 | -2.7 | -13 | ? | . | 3.2 | -0.8 | 3
Cc1ccc(COc2coc(CN3CCN(C(=O)c4ccco4)CC3)cc2=O)cc1
 : 0.3 | -21 | 1 | -1.9 | 1 | -2 | 21 | 4.4 | -0.8 | -5
CCCCC(=O)Nc1ccc2c(c1)C(=O)NC2=O
 : -0.6 | -7 | -3 | -0.9 | -5 | . | 7 | . | -1.3 | .
O=C1CC(=O)Nc2cc(S(=O)(=O)Nc3cccc(C(F)(F)F)c3)ccc2N1
 : 2.7 | -1 | 6 | -1.0 | 1 | -2 | 1 | 2.7 | -3.8 | .

Individual results from above.
O=C1CC(=O)Nc2cc(S(=O)(=O)Nc3cccc(C(F)(F)F)c3)ccc2N1 in SR-BI DiI inh is listed with -1
Cc1ccc(N(C(=O)CNC(=O)c2ccco2)C(C(=O)NC2CCCC2)c2cccnc2)cc1F (centres undefined) in Wnt act is listed with -3

Following part
Each structure is followed by: AddAB inh | SR-BI DiI inh | MITF act | CAL PDZ FP-1 | Tat transport | Wnt act | SR-BI uptake up | phage Ecoli inh | E coli growth | CAL PDZ FP-2
COc1ccc(-c2nnc(NC(=O)C3CCCN3S(=O)(=O)c3cccs3)o2)cc1 (centres undefined)
 : -0.4 | -4 | 3 | -2.1 | 2 | 5 | 4 | 1.0 | -2.9 | -2
Cc1ccc(S(=O)(=O)NC(C(=O)N2CCN(S(=O)(=O)c3cccc(F)c3)CC2)C(C)C)cc1 (centres undefined)
 : . | -12 | 7 | 1.3 | 2 | -4 | 12 | 2.9 | . | -4
COc1ccc(C(=O)Nc2ccc(Oc3nc(C)nc4sc(-c5ccccc5)cc34)cc2)cc1OC
 : -0.8 | 64 | 8 | 0.0 | 3 | 3 | -64 | 2.9 | -1.3 | 1
O=C(N/N=C/c1ccc([N+](=O)[O-])s1)c1ccccc1
 : 3.2 | 8 | -105 | 0.0 | -22 | 1 | -8 | 2.8 | 0.4 | .
CC(C)Nc1nc(NC(C)C)nc(N(C)C#N)n1
 : -0.5 | 16 | -13 | -1.4 | -18 | -7 | -16 | 2.1 | 0.8 | .
COc1ccc(CN2CCC(=O)N([C@H](CO)Cc3ccccc3)CC2)cc1OC
 : -0.2 | -4 | 1 | -0.7 | 7 | 3 | 4 | 0.5 | 0.9 | -2
Cc1c(OC(C)C(=O)N[C@H](C(=O)O)c2ccccc2)ccc2c3c(c(=O)oc12)CCCC3 (some centres undefined)
 : 3.4 | 36 | -5 | -0.6 | -1 | -2 | -36 | 1.9 | -1.2 | -5
O=C(CCCN1CCOCC1)c1ccc2c(c1)OCCO2
 : 1.6 | -31 | 35 | -2.7 | -6 | . | 31 | 2.9 | 0.6 | -2
C/C(=N\Nc1cccc2cccnc12)c1ccc[nH]1
 : 4.9 | 56 | 48 | -0.7 | -2 | 42* | -56 | 2.3 | -2.5 | 0
CC(=O)C(=Cc1cc(C)n(-c2ccccc2)c1C)C(C)=O
 : 1.4 | 11 | 1 | 0.1 | 13 | -1 | -11 | 3.9 | -0.2 | -1
CN(C)C(CNC(=S)Nc1ccccc1Cl)c1cccnc1 (centres undefined)
 : 1.2 | -11 | -6 | -3.0 | 15 | -8 | 11 | 4.5 | 0.3 | -6
COc1cccc2cc(C(=O)NCCC3=CCCCC3)c(=O)oc12
 : 4.4 | -5 | 1 | -3.3 | -4 | -2 | 5 | 4.9 | -1.3 | -5
CCCCNS(=O)(=O)c1cc(-c2nn(C)c(=O)c3ccccc23)ccc1C
 : -1.4 | 25 | -6 | -1.2 | -1 | 2 | -25 | 3.0 | -1.6 | 56*
Cc1cc(C)c2c(N)c(C(=O)Nc3c(C)n(C)n(-c4ccccc4)c3=O)sc2n1
 : 3.9 | -8 | -5 | -1.7 | 7 | 1 | 8 | 1.9 | 0.6 | -3
CS(=O)(=O)N(Cc1ccc(C(=O)NCCSCc2ccco2)cc1)c1ccccc1
 : 1.2 | 37 | -13 | -0.8 | -1 | . | -37 | -0.2 | 2.0 | 1
CC(C)c1ccc(C(C(=O)NC2CCCCC2)N(C(=O)c2ccccn2)c2cccnc2)cc1 (centres undefined)
 : 1.5 | -9 | 2 | 0.1 | 8 | -3 | 9 | 2.6 | -1.1 | 3
COc1ccc(C(O)c2nccn2C)cc1 (centres undefined)
 : 2.0 | -24 | -5 | -2.0 | 8 | -13 | 24 | 1.6 | 1.4 | -4
CCOc1ccc(CN2CCNC(=O)C2CC(=O)NCCc2ccccn2)cc1 (centres undefined)
 : 1.5 | -2 | 24 | -1.5 | -2 | 0 | 2 | 3.0 | -2.1 | -2
C=CCNC(=S)/N=c1/ccccn1C
 : -1.3 | -10 | -5 | -0.6 | -5 | -2 | 10 | 2.5 | 2.5 | .
O=C(Nc1cccnc1)c1cc2c(s1)-c1ccccc1OC2
 : 3.9 | 39 | 37 | -3.2 | -7 | 16 | -39 | 0.3 | 0.9 | -6

Entries from the list above that contain a nitro group on carbon (three):
Each structure is followed by: AddAB inh | SR-BI DiI inh | MITF act | CAL PDZ FP-1 | Tat transport | Wnt act | SR-BI uptake up | phage Ecoli inh | E coli growth | CAL PDZ FP-2
O=C(NN=Cc1cc(Cl)ccc1[N+](=O)[O-])c1cccc2ccccc12
 : . | 40 | 2 | -0.4 | 3 | 5 | -40 | -0.2 | . | -2
Cc1ccc(NC(=O)CN2C(=O)NC(C)(C3CC3)C2=O)c([N+](=O)[O-])c1 (centres undefined)
 : 0.9 | -2 | -6 | -4.2 | -3 | -1 | 2 | 0.1 | -1.2 | -19
O=C(N/N=C/c1ccc([N+](=O)[O-])s1)c1ccccc1
 : 3.2 | 8 | -105 | 0.0 | -22 | 1 | -8 | 2.8 | 0.4 | .
